# MOR-DOR ag: OPRM1-OPRD1 heterodimerization agonism. actives 0.3% (n = 340,000). cells, luminescence. P35372+P41143. activation, % at 9.3 µM; in the data active = activation above about 18%;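 also: 0% = vehicle-treated cells and 100% = reference agonist; values of inactives mirror those of a sister screen read the other way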
# Keap1-Nrf2 PPI: inhibitors of human Keap1-Nrf2 protein-protein interaction; Q14145; Keap1 Kelch-Nrf2 peptide fluorescence polarization, 1536-well; inhibition, % at 9.4 µM; actives 0.15% (n = 340,000); AID 504523; in the data active = inhibition above about 12%; inconclusive = no clear call, values can overlap the other calls; inactive = below about 7.3%;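 also: human Keap1 Kelch domain with fluorescein labeled Nrf2 9mer peptide probe; 0% = neutral control wells and 100% = peptide positive control; higher means more block of Keap1 binding to Nrf2 peptide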
# Target sequence (Q14145 whole entry, looked up, the tested form may be a part): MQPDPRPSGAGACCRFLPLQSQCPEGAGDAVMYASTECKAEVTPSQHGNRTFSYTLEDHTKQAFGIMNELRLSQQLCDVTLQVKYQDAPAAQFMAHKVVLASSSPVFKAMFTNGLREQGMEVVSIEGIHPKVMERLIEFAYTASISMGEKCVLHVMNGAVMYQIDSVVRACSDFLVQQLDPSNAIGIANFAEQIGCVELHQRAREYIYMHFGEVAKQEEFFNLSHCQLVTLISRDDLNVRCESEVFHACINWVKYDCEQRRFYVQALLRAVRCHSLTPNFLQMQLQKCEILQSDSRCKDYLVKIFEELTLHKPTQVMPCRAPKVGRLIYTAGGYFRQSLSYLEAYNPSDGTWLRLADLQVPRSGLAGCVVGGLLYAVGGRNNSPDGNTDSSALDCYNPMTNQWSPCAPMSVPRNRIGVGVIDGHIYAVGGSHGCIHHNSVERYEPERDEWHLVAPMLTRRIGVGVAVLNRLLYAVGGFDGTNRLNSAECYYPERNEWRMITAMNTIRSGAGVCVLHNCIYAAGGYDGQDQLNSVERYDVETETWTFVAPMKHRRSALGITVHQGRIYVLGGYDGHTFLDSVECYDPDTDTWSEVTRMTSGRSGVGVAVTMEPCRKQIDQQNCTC
# C-LANA FP: blocks KSHV LANA C-terminal domain binding to DNA | MBP-C-LANA/FAM-LBS DNA binding, fluorescence polarization | inhibition, % at 9 µM | actives 0.078% (n = 340,000);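 active = highest replicate inhibition at or above 60% at 9 µM, even if other replicates fall short; inactive = all replicates below 60% inhibition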;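 also: 0% = neutral control wells and 100% = 4 µM acridine orange control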
# RTF Ca sens act: cardiac RTF calcium sensitization; AID 493008; P19429+P45379; activation, % at 7.2 µM; IANBD-labeled TnC RTF fluorescence at EC20 calcium; 0% EC20 calcium, 100% full calcium; actives 0.24% (n = 340,000);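 active = activation above the mean over all tested compounds plus 3 SD, cut at about 30% in these data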;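 also: rise in fluorescence read as greater calcium sensitivity of cardiac thin filaments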
# MOR-DOR inv ag: inverse agonists of human mu-delta opioid receptor heterodimerization. cell-based MOR-DOR heterodimer luminescence, inverse agonism. inhibition, % at 9.3 µM. actives 0.21% (n = 340,000). P35372+P41143; in the data active = inhibition above about 22%, passing the limit was not always enough;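 also: 0% = cells with DMSO and 100% = wells without cells with DMSO; values of inactives mirror those of a sister screen read the other way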
# DSG3 Ab inh: human desmoglein-3 autoantibody binding inhibition; AID 588358; actives 0.48% (n = 310,000); DSG3-coupled beads, scFv-anti-DSG3-GFP binding, flow cytometry; active compounds read low; binding (percent of control), % at 10 µM;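 active = binding more than 3 SD below its plate's average and above zero; inconclusive = below that plate limit but binding exactly zero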;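 also: hits lower antibody fragment binding to DSG3; some compounds called inactive have numbers as strong as hits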
# Arrestin-AP2 inh: inhibitors of human beta-arrestin and AP2 interaction. FITC-arrestin peptide / GST-AP2 beads, flow cytometry; AP2 beta2 appendage carries R879A mutation. inhibition, % at 10 µM. actives 0.31% (n = 340,000);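 active = inhibition above a set limit, near 3 SD of compounds lacking own fluorescence, cut at about 54% in these data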;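 also: plate controls were DMSO wells for no effect and 5 µM unlabelled arrestin peptide for full effect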
#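 System: GST-AP2 R879A glutathione beads. Medium: PBS with 0.05% Tween 20 and 0.1% BSA. Also added: FITC-arrestin peptide, 50 nM. Incubation: 12 min plus 1 h, RT. Measured by: high-throughput flow cytometry of beads, ex 488, em 535 nm. Evaluation: percent drop in bead-associated FITC signal.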
# Wnt act: Wnt/beta-catenin pathway activation; Wnt/beta-catenin reporter cell assay, activator, plate reader; activation, % at 9.35 µM; actives 1.2% (n = 300,000); in the data active = activation above about 30%, passing the limit was not always enough; inconclusive = no clear call, values can overlap the other calls;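 also: 0% = neutral control wells and 100% = positive control wells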
# V-ATPase pHluor: alters yeast V-ATPase proton transport; S. cerevisiae, pHLuorin cytosolic pH fluorescence; response, % at 10 µM; actives 0.37% (n = 350,000); in the data active = response mostly above about 7.3%, no sharp cut-off; inactive = mostly below about 5.4%; also: actives read high; inactives centre near 0; some compounds called inactive have numbers as strong as hits; reference of the scale not given here
# Cardiac RTF inh: cardiac RTF calcium desensitization; actives 0.12% (n = 340,000); inhibition, % at 7.15 µM; IANBD-labeled cardiac RTF, Ca2+ fluorescence; P19429+P45379;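 active = inhibition above the mean inhibition of all tested compounds plus 3 SD, cut at about 17% in these data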;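 also: assay run at fixed EC70 calcium of 1.6 mM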
# * marks the source's active call; other numbers are inactive results; ? = inconclusive; nt = no result given.
nr	molecule	MOR-DOR ag	Keap1-Nrf2 PPI	C-LANA FP	RTF Ca sens act	MOR-DOR inv ag	DSG3 Ab inh	Arrestin-AP2 inh	Wnt act	V-ATPase pHluor	Cardiac RTF inh
1	O=c1nc(-c2ccccc2)cc(-c2ccccc2)[nH]1	-1.6	-3	-0.4	-1	10	nt	6	nt	6	6
2	COc1cccc(NC(=O)CN(C)C(=O)CCSc2ccc(C)cc2)c1	-2.0	1	-0.4	1	8	104	5	0	3	0
3	O=C(CSc1ncccn1)N/N=C/c1cccc(OC2CSC2)c1	-0.8	-2	-4.0	3	4	99	-13	-1	-1	-1
4	COc1ccc(OC)c(C2NC(=S)NC(C)=C2C(=O)Nc2ccccn2)c1 (centres undefined)	-0.9	-1	2.3	0	6	103	17	-2	-3	-4
5	CNC(=S)N(CCc1c(C)[nH]c2ccc(C)cc12)Cc1ccco1	1.0	-5	-0.1	17	-5	105	12	4	5	-11
6	C=CCn1c(C)cc(C(=O)COc2ncnc3sccc23)c1C	1.5	-6	0.9	3	-9	80	16	30	-6	-2
7	C/C(=N\Nc1nc2ccccc2s1)c1cccs1	8.4	-2	-0.1	-7	-42	104	-7	?	2	-4
8	Cc1nn(CC(=O)Nc2cccc(Cl)c2)c(=O)c2cc(-c3ccccc3)nn12	-1.6	0	0.5	-3	9	nt	15	0	-2	-10
9	CN(Cc1cn(C)nc1-c1ccccc1F)C1CCOC1 (centres undefined)	0.5	-3	-1.4	2	-2	100	29	-1	8	-16
10	Cc1ccc(S(=O)(=O)N(C)C[C@H]2Oc3ccc(NC(=O)C4CCCCC4)cc3C(=O)N([C@H](C)CO)C[C@H]2C)cc1	-1.6	-7	-0.6	5	9	108	-7	-6	5	4
11	Clc1cccc(OCc2nc(-c3ccncc3)no2)c1	-3.1	1	1.0	-4	16	101	2	nt	-3	-16
12	O=C(OCc1nnc(-c2ccccc2)o1)c1cc2ccccc2cc1O	5.8	-1	0.9	0	-31	104	7	2	1	-1
13	Cc1ccc(C(=O)N2CCN(S(C)(=O)=O)C2)cc1	-2.0	-2	-0.5	4	11	107	3	nt	0	-7
14	Cc1ccc(S(=O)(=O)N2CCOCC2)cc1C(=O)NC1CCSc2ccccc21 (centres undefined)	-2.5	-2	1.5	5	13	nt	5	1	-1	-7
15	C=CCn1c(SCC(=O)NCC2CCCO2)nc2sc(CC)cc2c1=O (centres undefined)	0.7	-1	0.0	2	-3	nt	12	-3	-2	2
16	CC1=Nc2cc(C(=O)NCCCN3CCN(C)CC3)ccc2Sc2ccc(C)cc21	-0.5	-8	-2.3	-1	2	105	14	2	-7	3
17	Cc1ccc(S(=O)(=O)N2CCCCC2)cc1NC(=O)COC(=O)c1ccccc1F	1.3	-5	1.2	6	-7	102	-3	1	-5	-2
18	CN(C)CCNC(=O)CNC(=S)N(Cc1ccccc1)Cc1cccnc1	-1.4	-6	0.6	1	8	100	-34	nt	2	3
19	CCOC(=O)CSc1nnc(CSc2nc3ccccc3c(=O)[nH]2)n1-c1ccccc1	-2.6	-1	0.5	-4	12	98	19	nt	2	-3
20	O=c1ccccn1Cc1ccccc1F	-0.7	0	-1.6	0	4	103	4	nt	2	-16
21	CCOc1ccccc1C(=O)Nc1cc(OC)ccc1OC	0.6	-2	-1.1	6	-3	100	-3	-1	1	-1
22	Cc1cc(N2CCN(c3ccc(F)cc3)CC2)nc(-c2ccccc2)n1	0.3	3	1.2	-6	-1	102	1	nt	-1	-1
23	CCN1C(=O)N[C@H](c2ccccc2)C(C(C)=O)=C1C	-1.7	-5	-1.2	3	10	109	-11	-3	-3	-4
24	Cc1cccc(NC(=S)N(CCCN(C)C)Cc2cc3cc4c(cc3[nH]c2=O)OCO4)c1	-2.3	-1	-1.4	0	13	98	32	2	1	-6
25	C=CCn1c(C)cc(C(=O)COC(=O)COc2ccccc2C#N)c1C	-0.4	-2	-0.3	12	2	nt	3	-1	-3	0
26	COc1ccc(CCCC(=O)N/N=C/c2ccccc2OC)cc1	0.7	1	-0.9	0	-4	93	37	-1	-1	1
27	O=C(COC(=O)CNC(=O)c1ccccc1Cl)NC1CCCC1	-3.3	1	-1.4	0	15	96	-5	1	1	1
28	CN(C)S(=O)(=O)c1ccc(Cl)c(NC(=O)COC(=O)CCC(=O)c2cccs2)c1	-1.5	1	-0.5	5	8	99	10	1	8	-9
29	Cc1cc(/C=N/NC(=O)c2ccsc2)c(C)n1-c1cnccn1	-2.7	-8	0.7	2	14	96	13	-7	4	4
30	CC(C)n1cnc2c(Nc3cccc(Cl)c3)nc(N(CCO)CCCO)nc21	-4.1	6	0.2	-5	19	104	12	nt	3	-14
31	COc1ccc(NC(=O)C(=O)c2cn(CC(=O)N3CCCC3)c3ccccc23)cc1OC	-1.9	-1	-1.3	-2	10	99	2	-1	6	0
32	CC(Oc1ccccc1)C(=O)N(CCC1=CCCCC1)c1c(N)n(Cc2ccccc2)c(=O)[nH]c1=O (centres undefined)	-0.4	-3	-1.9	-1	2	nt	25	-1	-1	0
33	O=C(Nc1ccc(F)cc1)C(=O)c1cn(CC(=O)N2CCOCC2)c2ccccc12	-1.6	0	-1.8	-2	8	98	-10	2	3	-13
34	CCn1ccc(C(=O)Nc2ccc(N(C)C(C)=O)cc2)n1	-1.3	0	-3.1	-3	7	99	-6	nt	-4	1
35	COc1cccc(CN2CC(C(=O)N(C)CC3CCOCC3)CCC2=O)c1 (centres undefined)	-2.9	-3	-0.4	-4	15	106	12	0	-3	4
36	CCOC(=O)/C(C#N)=C/Nc1ccsc1C(C)=O	-2.7	-2	-0.6	8	14	112	37	12	-3	-2
37	CC(=O)c1ccc(OCc2cc(C(=O)N3CCN4CCCC4C3)no2)cc1 (centres undefined)	-0.9	2	-2.1	1	3	115	6	1	-3	-3
38	Nc1c(C(=O)CSc2n[nH]c(-c3ccccc3Br)n2)c(=O)[nH]c(=O)n1C1CC1	-2.4	-1	0.6	3	10	107	-4	-2	1	-1
39	COc1ccc(-n2c(=S)[nH]c3cc(C(=O)NCc4ccc(F)cc4)ccc3c2=O)c(OC)c1	-1.6	-1	0.4	-6	10	nt	-4	-2	-1	-17
40	CN(Cc1nc2ccccc2n1C)S(=O)(=O)c1ccc(F)cc1	-0.1	-1	5.3	-2	0	nt	-6	nt	2	-3
41	O=C1Nc2cc(C(=O)NCC3CCCO3)ccc2S/C1=C/c1ccccc1F (centres undefined)	-2.0	4	-0.2	-2	10	nt	14	2	-1	-10
42	CCOc1ccc(S(=O)(=O)N(CC(=O)N2CCC(C(N)=O)CC2)c2ccc(F)cc2)cc1	-2.7	-5	0.2	1	15	104	19	-2	1	-11
43	Cc1ccccc1OCC(=O)OCC(=O)NC1CC1	-3.7	4	-0.4	2	15	101	-1	0	-1	5
44	Cc1cccc(C(=O)NNC(=O)C2CC2)c1	0.2	2	0.3	9	-1	107	24	-1	4	-8
45	Cc1cc(C)cc(Nc2cnn(C34CC5CC(CC(CC(=O)O)(C5)C3)C4)c(=O)c2Cl)c1	1.7	0	0.4	5	-11	102	19	nt	-1	1
46	COc1ccccc1N(C(C)=O)C1SC(=O)N(c2ccccc2)C1=O (centres undefined)	-2.7	-1	-0.4	7	16	100	-2	2	-3	-18
47	Cc1ccccc1NC(=O)Cc1nc(COC(=O)CNS(=O)(=O)c2cccc(Br)c2)cs1	-1.3	-3	-0.8	-6	7	nt	22	-1	-2	-9
48	CCNC(=O)N1C(CC(=O)OCC)C(=O)NC2CCCCC21 (centres undefined)	-3.0	-2	2.9	5	12	nt	-6	0	6	3
49	COc1cc2c(cc1OC)[C@H](C)N(C(=O)COc1ccccc1)CC2	-1.6	-4	4.4	-3	8	97	-5	-1	5	-6
50	Cc1ccc(C)c(S(=O)(=O)N2CCN(C(=O)c3cnccn3)CC2)c1	0.1	0	-0.5	6	-1	103	5	nt	7	-14
51	COC(=O)c1cc(S(=O)(=O)Nc2cccc(OC)c2)cn1C	-0.6	-3	1.1	4	3	103	4	-3	0	-9
52	Cc1cccc(NC(=O)/C(C#N)=C\c2ccc(C(=O)O)cc2)c1	-0.4	-2	-0.3	-3	2	86	-4	1	0	-16
53	Cc1ccc(NC(=O)CN2C(=O)S/C(=C\C(=O)Nc3ccc(Cl)cc3)C2=O)cc1	-0.6	5	-1.1	3	3	94	-1	1	2	7
54	Cc1ccc2c(c1)[C@H]1[C@H](CO2)[C@H](c2ccccc2)[C@]2(C)C(=O)N(CC3CCCO3)CC(=O)N12 (some centres undefined)	1.0	0	-1.6	0	-6	103	0	-3	-1	-6
55	O=C(CSc1ccc(-c2ccccc2)nn1)c1ccccc1	-0.6	1	1.8	-4	3	95	-3	13	3	1
56	Cc1cc(C(=O)CN2C(=O)c3ccccc3C2=O)c(C)n1Cc1cccs1	-1.3	-4	2.9	3	7	105	-7	-2	4	-9
57	N#Cc1c(NC(=O)C2CC(Cl)=CCC2C(=O)O)sc2c1CCCC2 (centres undefined)	-2.4	5	-0.7	-1	14	103	-9	0	2	-6
58	COc1ccc(/C=C(\NC(=O)c2ccc(Cl)cc2)C(=O)NCCCN2CCOCC2)cc1OC	1.2	-3	0.1	-9	-7	97	19	0	0	-10
59	CCc1cc(=O)oc2cc(OC(C)C(=O)NCCCn3ccnc3)ccc12 (centres undefined)	-3.1	-1	0.5	-3	16	81	-16	0	-4	-4
60	CC(C)C(=O)Nc1ccc(S(=O)(=O)N2CCC(c3nc4ccccc4[nH]3)CC2)cc1	-1.0	2	0.4	-2	6	95	-3	0	2	-4

# The list goes on.
nr	molecule	MOR-DOR ag	Keap1-Nrf2 PPI	C-LANA FP	RTF Ca sens act	MOR-DOR inv ag	DSG3 Ab inh	Arrestin-AP2 inh	Wnt act	V-ATPase pHluor	Cardiac RTF inh
61	CC1=C(C(=O)OC(C)C)C(c2ccccc2)NC(=S)N1C (centres undefined)	-3.6	1	1.7	1	18	85	-2	-1	0	-1
62	CCOc1cc(/C=N/N=C(\N)c2nonc2N)cc(Br)c1OCc1cccc2ccccc12	0.2	-1	0.8	-10	-1	98	19	-24	2	3
63	CC(C)CC(c1nnnn1C(C)C)N1CCN(c2cccc(Cl)c2)CC1 (centres undefined)	7.7	-4	-2.1	0	-32	nt	2	nt	0	-8
64	NC(=S)NN=C1c2cc(Cl)ccc2-c2c1cc(Cl)cc2[N+](=O)[O-]	-1.5	-6	0.3	0	8	83	7	nt	1	-5
65	Cc1cccc(OCc2nc(C#N)c(NCc3ccc4c(c3)OCO4)o2)c1	6.2	2	-0.7	-2	-31	104	-2	nt	-5	-5
66	CCOC(=O)COc1c(Cl)cc(C2NC(=S)NC(c3ccccc3)=C2C(C)=O)cc1OCC (centres undefined)	0.5	-2	-0.2	2	-3	116	-1	-2	-1	-3

# Screening results as filed in PubChem.
